KCNH2 3.1 inh – inhibitors of human KCNH2 3.1 potassium channel isoform | U2OS KCNH2 3.1, thallium flux FluxOr; stronger effect = lower value | activity change, % (tested at about 1.8 µM) | 340,000 tested, 0.95% active;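 active means maximum activity change below -70%; inconclusive means maximum activity change from -70% to -50%; inactive means maximum activity change above -50%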;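 further: thallium influx rate constant from kinetic fluorescence after stimulation buffer; on the % scale 0 is the no-effect control and ±100 the full control effect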
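Virally transduced U2OS (3.1 isoform, 4 h infection in dark at RT) → overnight 37 C → FluxOr + Red40 in HBSS/HEPES, 45 min → stimulation buffer, 2 min kinetic read → rate constant vs DMSO controls.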
ELG1 genotox – inducers of genotoxicity in HEK293T ELG1-luciferase cells; AID 504466; HEK293T ELG1-luciferase reporter, luminescence, 16 h; 330,000 tested, 1.3% active; Potency, µM (series often up to 46 µM), inactives show top-dose activity change, positive = activation, actives largely listed as activators; further: potency means the concentration at half of the fitted maximal effect; % of control where 0% means no effect; nearly all actives have a fitted effect of over 60% in size
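HEK293T cells expressing luciferase-tagged ELG1 were treated with compound or DMSO for 16 hr at 37°C. Luciferase activity was then read after 30 min with ONE-Glo at room temperature; rising signal flags genetic stress.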
Giardia killer – Giardia lamblia killing; 340,000 tested, 0.15% active; AID 540267; activity change, % at 7.66 µM, hits read low; Giardia lamblia trophozoite viability; in the data active means activity change below about -80%; inconclusive means between about -30% and that limit;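 further: parasites exposed to compound for two days anaerobically before the ATP read; on the % scale 0 is the no-effect control and ±100 the full control effect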
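Media and compound were dispensed first, then trophozoites at 100 cells/well; plates sat 48 hrs at 37 deg C without oxygen before ATP luminescence reagent was added and read after 15-30 min at room temperature.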
Rab9 prom act – Rab9 promoter activation. Huh7 Rab9 promoter-luciferase reporter, luminescence, 24 h. Potency, µM (highest dose often 9.22 µM), for the others: at the highest dose activation, negative = inhibition, hits mostly activators. 320,000 tested, 2.8% active. AID 485297; further: potency means the concentration at half of the fitted maximal effect; % of control where 0% means no effect; nearly all actives have a fitted effect of over 60% in size
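Promoter activation is measured as luciferase luminescence in Huh7 cells stably transfected with a Rab9 promoter–luciferase construct, following 24 h compound exposure at 37 °C and 10 min reagent incubation at ambient temperature.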
RORgamma inh – ROR gamma (mouse) transcription inhibition; Potency, µM (highest dose often 53.6 µM), inactives show at the highest dose activity change, negative = inhibition, most hits filed as inhibitors; P51450; Drosophila S2 Gal4-RORgamma UAS-luciferase reporter, 20 h; 310,000 tested, 5.4% active; further: potency means the concentration at half of the fitted maximal effect; on the % scale 0 is the no-effect control and ±100 the full control effect; nearly all actives have a fitted effect of over 60% in size
Target sequence (P51450 whole entry, looked up, the tested form may be a part): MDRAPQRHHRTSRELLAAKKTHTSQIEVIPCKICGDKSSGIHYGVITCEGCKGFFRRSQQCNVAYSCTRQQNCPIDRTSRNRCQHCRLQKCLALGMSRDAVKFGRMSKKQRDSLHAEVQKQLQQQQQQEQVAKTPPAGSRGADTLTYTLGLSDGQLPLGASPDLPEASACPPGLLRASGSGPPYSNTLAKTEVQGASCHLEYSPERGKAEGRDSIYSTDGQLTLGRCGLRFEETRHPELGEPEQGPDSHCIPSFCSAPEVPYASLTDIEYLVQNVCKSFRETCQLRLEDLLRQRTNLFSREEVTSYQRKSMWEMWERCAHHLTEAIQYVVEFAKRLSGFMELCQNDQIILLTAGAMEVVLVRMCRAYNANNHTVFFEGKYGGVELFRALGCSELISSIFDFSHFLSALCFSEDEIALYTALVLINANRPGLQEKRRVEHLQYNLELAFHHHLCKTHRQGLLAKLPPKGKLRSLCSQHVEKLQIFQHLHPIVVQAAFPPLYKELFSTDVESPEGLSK
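Luminescence from a UAS-regulated Photinus luciferase reporter in stably transfected Drosophila Schneider cells is measured; decreased signal marks ROR gamma inhibition. Fusion expression is induced by 700 uM copper sulfate for 20 hr.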
FLuc modulator – firefly luciferase modulation, counter-screen for miR-21 project; P08659; purified FLuc, Km substrates, luminescence inhibition; Potency, µM (doses to about 57.5 µM), without a hit: at the top dose activity change, negative = inhibition, actives largely listed as inhibitors; 360,000 tested, 6.9% active;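 further: potency means the concentration at half of the fitted maximal effect; plate controls were vehicle for no effect and reference inhibitor for full effect; nearly all actives have a fitted effect of over 55% in size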
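Purified P. pyralis luciferase (10nM final) with 10uM D-luciferin and 10uM ATP (Km levels) in 50mM Tris acetate pH 7.5, 10mM Mg acetate, 0.01% Tween-20, 0.05% BSA; qHTS 6-point titration, ~60 µM downward; luminescence read.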
uPA surface inh – blocks generation of uPA at the cell surface; cell surface uPA generation assay, qHTS; Potency, µM (titrated, usually from 38.3 µM), for the others: top-dose activity change, negative = inhibition, actives largely listed as inhibitors; 330,000 tested, 0.31% active; AID 540303; active means well fitted inhibition curve with a large enough effect; inconclusive means small, poorly fitted or top-dose-only effect; inactive means no such curve, though single readings can be large or run the other way; tested in mouse RAW 264.7 cells; further: potency means the concentration at half of the fitted maximal effect; on the % scale 0 is the no-effect control and ±100 the full control effect; nearly all actives have a fitted effect of over 55% in size
VP16 counter – Gal4-VP16 reporter inhibition counter-screen | 310,000 tested, 3.5% active | Potency, µM (series often up to 53.6 µM), for inactives: top-dose activity, negative = inhibition, usual class: inhibitors | Drosophila S2 Gal4-VP16 UAS-luciferase, luminescence, 20 h;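 further: Gal4-VP16 expression switched on by copper sulfate through the metallothionein promoter; potency means the concentration at half of the fitted maximal effect; on the % scale 0 is the no-effect control and ±100 the full control effect; nearly all actives have a fitted effect of over 50% in size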
Coupling enz – counter-screen for Giardia aldolase inhibitors: coupling enzyme system; coupling enzyme system counterscreen, AmpLite Red fluorescence; activity change, negative = inhibition, % at 58.2 µM, hits read low; 290,000 tested, 0.67% active; AID 2472; in the data active means activity change below about -30%; further: on the % scale 0 is the no-effect control and ±100 the full control effect
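First, compound is pin-transferred into glyceraldehyde-3-phosphate coupling-enzyme reagent at 57.5 uM final and held 10 min at RT. Next, substrate, coupling system and AmpLite Red are added. After 20 min RT, fluorescence (525/598 nm) is read.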
Tb PFK inh – blocks T. brucei phosphofructokinase; O15648; T. brucei PFK, ADP-Glo luminescence; Potency, µM (top dose mostly 57.5 µM), for inactives: at the top dose activity, negative = inhibition, most hits filed as inhibitors; 330,000 tested, 0.17% active; AID 485367;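 further: potency means the concentration at half of the fitted maximal effect; 0% = uninhibited 1x PFK enzyme wells and -100% = no-enzyme wells; nearly all actives have a fitted effect of over 60% in size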
Target sequence (O15648 whole entry, looked up): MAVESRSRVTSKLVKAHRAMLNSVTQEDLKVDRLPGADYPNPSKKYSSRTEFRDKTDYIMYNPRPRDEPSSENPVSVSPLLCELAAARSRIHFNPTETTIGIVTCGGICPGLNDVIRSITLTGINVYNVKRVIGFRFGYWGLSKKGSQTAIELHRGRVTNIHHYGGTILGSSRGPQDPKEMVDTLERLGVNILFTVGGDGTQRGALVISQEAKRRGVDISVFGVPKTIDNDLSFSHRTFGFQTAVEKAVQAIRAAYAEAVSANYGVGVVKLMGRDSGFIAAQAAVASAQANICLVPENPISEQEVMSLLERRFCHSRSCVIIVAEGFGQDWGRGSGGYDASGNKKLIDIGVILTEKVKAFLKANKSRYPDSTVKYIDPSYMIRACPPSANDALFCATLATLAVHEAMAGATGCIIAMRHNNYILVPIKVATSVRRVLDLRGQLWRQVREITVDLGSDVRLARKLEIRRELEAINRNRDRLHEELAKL
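Luminescent ADP detection (ADP-Glo, two-step: ATP depletion then ADP-to-ATP conversion for luciferase) reported PFK activity after 45 min room-temperature reaction of 1.25 nM enzyme with 0.5 mM F6P and 0.1 mM ATP at pH 8.0.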
NPC1 prom act – activators of NPC1 promoter; Huh7 NPC1 promoter luciferase reporter, 24 h; Potency, µM (series often up to 9.22 µM), for the others: at the highest dose activation, usual class: activators; 320,000 tested, 2.4% active;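 further: potency means the concentration at half of the fitted maximal effect; % of control where 0% means no effect; nearly all actives have a fitted effect of over 60% in size; reporter is driven by a mutant NPC1 promoter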
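Huh7 cells stably carrying NPC1 promoter–luciferase, plated in Opti-MEM with 10% FBS for 2 h, were exposed to compound in DMSO for 24 h at 37 °C; luciferase reagent was added for 10 min and luminescence read.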
Numbers without * were called inactive; ? = inconclusive; · = no result given; & = joins results of further samples; [ ] = dose if it differs, or a comment. Unless noted, the call rests on the fitted dose curve; in most records, active means well fitted curve in the direction sought with a large enough effect; inconclusive means small, poorly fitted or top-dose-only effect, or another doubt; inactive means no such curve, though single readings can be large; an effect the other way counts as inactive or inconclusive.

SMILES	KCNH2 3.1 inh	ELG1 genotox	Giardia killer	Rab9 prom act	RORgamma inh	FLuc modulator	uPA surface inh	VP16 counter	Coupling enz	Tb PFK inh	NPC1 prom act
Nc1nc(CN2CCN(c3ccc(F)cc3)CC2)nc(N2CCCc3ccccc32)n1	-1	-8%	-5	-2%	?	3%	·	2%	-1	-1%	-1%
CC(C)(C)C(=O)COc1ccccc1[N+](=O)[O-]	2	0%	1	3%	0%	2%	1%	-8%	3	?	10%
COC(=O)c1sc(-c2ccccc2)cc1NC(=O)c1ccc(F)cc1	9	0%	-18	-4%	-7%	7%	-3%	-7%	1	-1%	-5%
Cc1ccc(NS(=O)(=O)N2CCOCC2)c(C)c1	-5	3%	-1	5%	3%	0%	-1%	-5%	-1	2%	-1%
COc1ccc(CCNS(=O)(=O)c2ccc(Br)cc2)cc1OC	1	-1%	-9	-2%	1%	1%	9%	-10%	2	3%	-2%
CN1CCN(S(=O)(=O)c2ccc3c(c2)CC(=O)N3C)CC1	10	2%	11	-9%	-16%	0%	12%	9%	·	-6%	-9%
COc1cccc(C(NC(C)=O)c2ccc3cccnc3c2O)c1 (stereo not given)	-5	?	-2	-42%[inhibitor]	2.8µM*	1%	-14%	5µM*	0	-3%	-21%
CC(NC(=O)Cn1ccsc1=N)C12CC3CC(CC(C3)C1)C2 (stereo not given)	-2	-5%	4	-6%	-11%[10 µM]	1%	3%	-5%	3	-5%	-1%
CCc1ccc(-c2cc(C)no2)cc1S(=O)(=O)NCc1ccc(OC)c(OC)c1	0	-8%	9	-3%	?	-1%	1%	3%	·	-4%	-3%
O=C1NC(=O)C2(COC(c3ccccc3Cl)OC2)S1 (stereo not given)	-9	0%	1	-1%	11%	1%	-3%	0%	3	8%	1%
CC(NC(=O)c1ccco1)C(=O)N1CCN(c2cccc(Cl)c2)CC1 (stereo not given)	4	0%	-8	-3%	·	-2%	-21%	·	·	-28%	-2%
COc1cc(-c2nc3ccccn3c2NCC2CCCO2)ccc1O (stereo not given)	-6	-2%	0	2%	14µM*	-20%	·	22%	-2	4%	0%
COC(=O)C1=NN(c2ccccc2)C2(S1)SC(C(C)=O)=C(C)N2c1ccccc1 (stereo not given)	5	1%	-4	-8%	-33%	1%	-1%	4%	2	2%	-2%
Cc1ccc(S(=O)(=O)N2CCN(C(=O)CSc3nnnn3C)C2)cc1	10	-2%	-3	17%	-13%	2%	9%	-4%	-3	-6%	-2%
CC(C)Oc1ccc(C2C(C#N)=C(N)Oc3c2oc(CO)cc3=O)cc1 (stereo not given)	13	3%	-15	4%	-20%	-3%	0%	13%	-3	-8%	-2%
CNC(=O)CN(c1cccc2ccccc12)S(C)(=O)=O	-4	2%	0	-2%	-26%	0%[2.3 µM]	0%	3%	-2	3%	1%
COc1cccc2cc(C(=O)Nc3ccccc3C)/c(=N/O)oc12	-1	?	-12	17%[1.84 µM]	0%	6.7µM*	-11%	1%	1	29%	?
CC(=O)Nc1ccc2c(c1)c1ccccc1n2C(C)=O	-17	-1%	2	1%	36%	?	-7%	-12%	4	1%	0%
CCOC(=O)c1cnn(-c2nc(C)nc3sc4c(c23)CCC4)c1N	·	0%	·	-10%	-2%[10 µM]	-1%	·	6%	0	1%	0%
COc1cc(OC)cc(C(=O)Nc2ncn[nH]2)c1	-2	6%	-22	1%	·	9%	12%	·	·	0%	-1%
Cc1cc(NC(=O)c2cccnc2)ccc1NC(=O)c1cc2ccccc2o1	34	-6%	-14	12%	14%	0%	9%	0%	-1	1%	11%
C/C(=N\Nc1ccccn1)c1ccc(C#N)cc1	-6	1%	14	4%	-37%	?	2%	-7%	-4	0%	1%
CC(OC(=O)Cc1c(F)cccc1Cl)C(=O)NC1CCCCC1C (stereo not given)	16	-1%	1	2%	·	-1%	-21%	·	·	0%	0%
CCCCCSc1nncc(=O)[nH]1	3	0%	24	-1%	-5%	-11%	·	0%	6	1%	-5%
O=S(=O)(c1ccc(NCCOCCO)nc1)N1CCCCC1	-2	2%	-25	1%	·	2%	-10%	·	·	-9%	1%

Some entries already given, reduced to Tb PFK inh.
| canonical_smiles | Tb PFK inh |
| --- | --- |
| CC(C)(C)C(=O)COc1ccccc1[N+](=O)[O-] | ? |
| COc1ccc(CCNS(=O)(=O)c2ccc(Br)cc2)cc1OC | 3% |
| COC(=O)C1=NN(c2ccccc2)C2(S1)SC(C(C)=O)=C(C)N2c1ccccc1 (stereo not given) | 2% |
| Cc1ccc(NS(=O)(=O)N2CCOCC2)c(C)c1 | 2% |
| CC(=O)Nc1ccc2c(c1)c1ccccc1n2C(C)=O | 1% |
| COc1cccc(C(NC(C)=O)c2ccc3cccnc3c2O)c1 (stereo not given) | -3% |
| CC(OC(=O)Cc1c(F)cccc1Cl)C(=O)NC1CCCCC1C (stereo not given) | 0% |

Remaining list, next part.
SMILES	KCNH2 3.1 inh	ELG1 genotox	Giardia killer	Rab9 prom act	RORgamma inh	FLuc modulator	uPA surface inh	VP16 counter	Coupling enz	Tb PFK inh	NPC1 prom act
CCOC(=O)[C@H]1[C@H]2COc3ccc(Cl)cc3[C@@H]2N2C(=O)c3cc(F)ccc3NC(=O)[C@@]12C	10	0%	-3	0%	·	-1%	13%	·	·	0%	2%
C=CCC[C@H](Cc1ccc(F)cc1)C(=O)OC[C@@H](C)NC(=O)[C@H](CC=C)CC(=O)NCCO	6	2%	3	·	·	·	7%	·	·	-1%	·
CCNC(=S)NC1CC2CCCC(C1)N2Cc1ccco1 (stereo not given)	15	-2%	27	-9%	0%	-1%	-2%	4%	0	2%	-1%
Cc1ccc(C(C(=O)NC(C)(C)C)N(CC2CCCO2)C(=O)CCC(=O)Nc2ccccn2)cc1 (stereo not given)	1	5%	-14	0%	5%	3%	-4%	7%	5	0%	-1%
O=C(CCc1nc(-c2ccccc2)no1)NCC1CCCO1 (stereo not given)	-3	-1%	5	2%	24%	-14%	-1%	8%	1	-2%	4%
CCOc1ccccc1NC(=O)C(NC(=O)C1CCC(C)CC1)C(C)C (stereo not given)	12	-7%	-7	1%	3%	4%	0%	5%	-1	-2%	-4%
CCCC(/C=C/c1ccc(OC(C)=O)cc1)=C1/c2ccccc2C(=O)N1c1ccccc1	-3	0%	-6	-4%	·	2%	-11%	·	·	3%	-1%
CCCCSc1nc(C)c(C(C)=O)cc1C#N	3	10%	13	-9%	14%	-2%	1%	11%	2	0%	0%
Cn1nc(C(F)(F)F)c(/C=N/OC(=O)c2ccccc2Cl)c1SCc1ccc(Cl)cc1	-2	-3%	5	4%	-26%	-7%	4%	?	-3	1%	-5%
CC(=O)c1cccc(NS(=O)(=O)c2cc3c(cc2C)N(C(C)=O)CCO3)c1	-2	6%	11	2%	11%	6%&-11%	-5%	1%	-1	0%	-2%
CCOc1ccc(CCNC(=O)C2=C(C)C(=O)OC23CCC(C)CC3)cc1 (stereo not given)	0	-2%	1	0%	18%	0%	-9%	-7%	4	5%	-2%
C=CCn1c(N)c(C(=O)NCc2cccnc2)sc1=S	14	4%	11	8%	0%	0%	2%	-3%	-2	-3%	-1%
O=C1CC2(CCN(C(=O)c3cccc(Br)c3)CC2)Oc2ccccc21	-37	-3%	6	-1%	·	1%	-7%	·	·	14%	-1%
CCOC(=O)C1(C)Oc2ccccc2C(C(=O)OC)=C1C(=O)OC (stereo not given)	3	2%	-25	·	10%	·	-27%	1%	2	22%	·
NS(=O)(=O)c1ccc(CNC(=O)c2cc(-c3cccnc3)nc3ccccc23)cc1	-159*	-9%	-5	6%	16%	0%	-12%	-5%	-2	1%	0%

Profiles, looked up by structure. Order of screens: KCNH2 3.1 inh	ELG1 genotox	Giardia killer	Rab9 prom act	RORgamma inh	FLuc modulator	uPA surface inh	VP16 counter	Coupling enz	Tb PFK inh	NPC1 prom act
CNC(=O)CN(c1cccc2ccccc12)S(C)(=O)=O is listed with -4	2%	0	-2%	-26%	0%[2.3 µM]	0%	3%	-2	3%	1%
CCOc1ccccc1NC(=O)C(NC(=O)C1CCC(C)CC1)C(C)C (stereo not given) is listed with 12	-7%	-7	1%	3%	4%	0%	5%	-1	-2%	-4%

Compound activity (PubChem BioAssay)
